# From PubChem
# Vif-A3F inh: inhibitors of Vif-A3F interaction; Potency, µM (doses to about 46.1 µM), without a hit: top-dose activity, negative = active; HeLa A3F-eYFP + Vif (tagged APOBEC3F with the HIV-1 protein that degrades it), YFP fluorescence increase; hit rate 0.2% among 390,000; AID 602313; note: % of control where 0% means no effect; nearly all actives have a fitted effect of over 65% in size
#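 HeLa cells stably expressing A3F-eYFP plus Vif, plated and incubated overnight at 37 deg C, then exposed to compounds overnight at 37 deg C. Blocked degradation read as raised yellow fluorescence (Ex 488/Em 500-530).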
# mIDH1 inhibitor: inhibitors of human mutant IDH1 R132H; Potency, µM (doses to about 76.6 µM), for inactives: at the top dose activity change, negative = inhibition, most hits filed as inhibitors; IDH1-R132H enzyme, NADPH consumption, diaphorase/resazurin fluorescence; hit rate 0.093% among 390,000; note: % is set by controls: 0 for no effect and ±100 for the full control effect; nearly all actives have a fitted effect of over 65% in size
# Target sequence (O75874 whole entry R132H, stated change not applied): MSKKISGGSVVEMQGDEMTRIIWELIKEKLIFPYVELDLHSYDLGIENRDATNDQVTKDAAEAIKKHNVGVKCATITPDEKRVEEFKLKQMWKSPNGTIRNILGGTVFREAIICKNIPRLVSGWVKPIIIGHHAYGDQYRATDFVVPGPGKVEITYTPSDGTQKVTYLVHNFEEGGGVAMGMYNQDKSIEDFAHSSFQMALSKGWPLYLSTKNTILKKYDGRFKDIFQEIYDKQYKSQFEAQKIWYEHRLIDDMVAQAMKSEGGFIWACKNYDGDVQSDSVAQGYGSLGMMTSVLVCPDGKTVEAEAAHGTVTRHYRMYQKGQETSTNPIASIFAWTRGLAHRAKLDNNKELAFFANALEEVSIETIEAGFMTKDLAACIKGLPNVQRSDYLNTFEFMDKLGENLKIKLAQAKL
#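 IDH1-R132H (0.5 ug/mL) preincubated 30 min with compound, then NADPH (0.016 mM) and alpha-KG (2 mM) added; 80 min at RT, pH 7.5. Remaining NADPH coupled via diaphorase/resazurin to fluorescence (540/590 nm); concentration-response curves normalized to no-enzyme control.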
# TrxR1 inh: blocks rat thioredoxin reductase 1. recombinant rTrxR1, NADPH fluorescence consumption, selenite substrate. Potency, µM (highest dose often 114 µM), for the others: at the top dose activity change, negative = inhibition, actives largely listed as inhibitors. hit rate 1% among 390,000. AID 588453; note: % is set by controls: 0 for no effect and ±100 for the full control effect; nearly all actives have a fitted effect of over 65% in size
#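 Rat TrxR1 (90 nM in the dispensed reagent) was pre-reduced with 400 uM NADPH for 5 min at room temperature, then incubated with compound for 15 min. After 400 uM selenite was added, NADPH fluorescence (Ex 340/Em 450 nm) was followed for 8 min.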
# USP1 inh: USP1/UAF1 (human) deubiquitinase inhibition; O94782; recombinant USP1/UAF1, Ub-Rhodamine cleavage fluorescence; Potency, µM (doses to about 57.1 µM), inactives show top-dose activity change, negative = inhibition, most hits filed as inhibitors; hit rate 0.23% among 390,000; AID 743255; note: % is set by controls: 0 for no effect and ±100 for the full control effect; nearly all actives have a fitted effect of over 60% in size; inactives centre near -12
#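 USP1/UAF1 complex at 1 nM was preincubated with compound for 15 min at room temperature, then Ub-Rho substrate (150nM final) was added. Fluorescence (480/540 nm) was read kinetically, 6 reads every 60 seconds.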
# RGS4 inh: human RGS4 inhibition; Transcreener GDP fluorescence polarization, RGS4-accelerated GTP hydrolysis; Potency, µM (top dose mostly 114 µM), inactives show top-dose activity change, negative = inhibition, most hits filed as inhibitors; hit rate 0.039% among 390,000; note: % is set by controls: 0 for no effect and ±100 for the full control effect; nearly all actives have a fitted effect of over 75% in size; some results filed as inactive show a strong effect at the top dose
#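 MLSMR compounds (23 nl, pin-transferred) preincubated 10 min at room temperature with a 500nM (2x) first reagent, then RGS4 at 900nM (2x) plus Transcreener GDP mix added; fluorescence polarization (620/688 nm) read before and after 90 min at 30 °C.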
# Vif-APOBEC3G blk: blocks the Vif interaction with human APOBEC3G | Q9HC16 | HeLa A3G-eYFP + Vif (tagged APOBEC3G with the HIV-1 protein that degrades it), YFP fluorescence, overnight | Potency, µM (titrated, usually from 46.1 µM), inactives show at the top dose activity, negative = active, most hits filed as inhibitors | hit rate 0.076% among 410,000;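 note: % is set by controls: 0 for no effect and ±100 for the full control effect; nearly all actives have a fitted effect of over 60% in size; hits raise eYFP signal because A3G escapes Vif-driven loss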
#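 Read-out is eYFP fluorescence (Ex 488/Em 500-530) from Vif-expressing HeLa A3G-eYFP cells; more signal means A3G escaped Vif-mediated degradation. Cells plated overnight, compound pinned in, incubated overnight at 37 deg C.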
# RXFP1 ag: agonists of human relaxin receptor RXFP1 | hit rate 0.3% among 370,000 | HEK293T-RXFP1 cAMP TR-FRET, 30 min; response scale: percent of porcine relaxin response, buffer zero | Q9HBX9 | AID 2676 | Potency, µM (doses to about 57.5 µM), inactives show at the highest dose activation, hits mostly activators; note: % is set by controls: 0 for no effect and ±100 for the full control effect; nearly all actives have a fitted effect of over 60% in size; many of its hits are not listed in these tables
#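 HEK293 cells stably expressing RXFP1, treated 30 min at 37C with compounds plus PDE4 inhibitor Ro 20174; cAMP measured by HTRF TR-FRET. Normalized to buffer and 29 nM porcine relaxin; EC50 by Hill fit.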
# TrxR1 substrate: rat thioredoxin reductase 1 substrate activity. purified TrxR1 substrate turnover, NADPH consumption readout. Potency, µM (top dose mostly 114 µM), for the others: top-dose activity change, negative = substrate turnover. hit rate 0.01% among 390,000; note: % is set by controls: 0 for no effect and ±100 for the full control effect; nearly all actives have a fitted effect of over 50% in size
#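 Rat TrxR1, dispensed at 90 nM, was prereduced with 400 uM NADPH (final) for 5 min at ~22 deg C, then incubated with compound 15 min before 400 uM selenite. A first-read NADPH fluorescence drop versus no-compound background flagged substrates.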
# 12-LOX inh: inhibitors of human 12S-lipoxygenase ALOX12; Potency, µM (top dose mostly 108 µM), for inactives: at the top dose activity change, negative = inhibition, actives largely listed as inhibitors; hit rate 1.1% among 580,000; P18054; purified 12hLO, xylenol orange hydroperoxide absorbance; note: % is set by controls: 0 for no effect and ±100 for the full control effect
# Target sequence (P18054 whole entry, looked up): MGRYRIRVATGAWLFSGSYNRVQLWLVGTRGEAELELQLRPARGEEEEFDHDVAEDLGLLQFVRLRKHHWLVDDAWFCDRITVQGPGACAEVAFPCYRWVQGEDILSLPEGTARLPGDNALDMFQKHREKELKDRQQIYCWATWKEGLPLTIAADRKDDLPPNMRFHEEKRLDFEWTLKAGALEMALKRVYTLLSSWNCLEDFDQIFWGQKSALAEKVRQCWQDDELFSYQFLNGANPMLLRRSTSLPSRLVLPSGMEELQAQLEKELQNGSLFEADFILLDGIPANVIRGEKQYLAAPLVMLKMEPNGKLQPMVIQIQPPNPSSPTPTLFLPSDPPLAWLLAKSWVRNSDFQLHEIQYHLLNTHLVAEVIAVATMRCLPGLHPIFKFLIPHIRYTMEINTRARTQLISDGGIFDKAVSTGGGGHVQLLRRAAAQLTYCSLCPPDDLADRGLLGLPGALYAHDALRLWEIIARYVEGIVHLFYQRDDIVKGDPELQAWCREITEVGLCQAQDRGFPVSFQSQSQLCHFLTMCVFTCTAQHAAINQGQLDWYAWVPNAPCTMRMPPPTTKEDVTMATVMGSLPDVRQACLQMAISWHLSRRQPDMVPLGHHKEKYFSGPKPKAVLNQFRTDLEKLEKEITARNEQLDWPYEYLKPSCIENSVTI
#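 Purified human 12hLO (150 nM final) in 25 mM Hepes, 0.01% Triton X-100, pH 7.0 was preincubated 15 min at room temperature with compound. Then 40 uM arachidonic acid was added, 30 min. Hydroperoxide was read by Fe-XO absorbance ratio 573/405 nm.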
# Numbers without * were called inactive; i = inactive; ? = inconclusive; / = no result given; & = joins results of further samples; [ ] = another dose, or the depositor's remark. Calls come from the whole dose curve; as a rule, active = well fitted curve in the direction sought with a large enough effect; inconclusive = small, poorly fitted or top-dose-only effect, or another doubt; inactive = no such curve, though single readings can be large; an effect the other way counts as inactive or inconclusive. Potency is the fitted concentration of half-maximal effect.
# Every second line gives: TrxR1 substrate	12-LOX inh	Vif-A3F inh	Vif-APOBEC3G blk	RGS4 inh	USP1 inh	TrxR1 inh	RXFP1 ag	mIDH1 inhibitor
- Cc1ccc(S(=O)(=O)N2CCN(C(=O)CCn3cncn3)CC2)cc1
  -1%	214%[activator]	14%	-5%	10%	-22%	7%	2.0%	-7%
- COc1ccc(CNC(=O)c2cnc3n(c2=O)CCS3)cc1
  -8%	-9%	-8%	2%	11%	-14%	1%	8.7%	-3%
- COc1ccc(Nc2nc(N)nc(CN3CCN(c4ccccn4)CC3)n2)cc1
  7%[57.1 µM]	26%	-1%	0%	-15%	-23%	4%[57.1 µM]	3.1%	0%
- CCN(C[C@H]1N[C@@](CC)(C(=O)OC)[C@H]2C(=O)N(Cc3ccccc3)C(=O)[C@@H]12)C(=O)COc1ccccc1
  -1%	-16%	-2%	0%	-6%	-28%	2%	/	-2%[38.3 µM]
- C[C@H](O)CNC(=O)c1[nH]cnc1C(=O)N[C@@H](C)c1ccccc1
  /	41%[activator]	-12%	0%	/	-21%	/	/	0%
- COCc1[nH][nH]c(=O)c1C=Nc1ccc(Oc2ccccc2)cc1
  -14%	10%	-1%	6%	11%	-20%	-14%	-0.6%	6%
- Cc1ccc(C)c(C(=O)N(C)CC(=O)Nc2ccccc2C(F)(F)F)c1
  4%	1%	-2%	0%	23%	-13%	15%	-0.9%	8%
- C=CCOc1ccc(/C(O)=C2/C(=O)C(=O)N(CCN3CCOCC3)C2c2ccc(C)cc2)cc1 (stereo not given)
  -3%	0%	-1%	-1%	-29%[56.9 µM]	-19%	-12%	7.5%	1%
- CCCOc1ccc(C2c3c(-c4ccccc4O)n[nH]c3C(=O)N2Cc2ccncc2)cc1OCC (stereo not given)
  24%	-6%	-19%	-14%	1%	-5%	-13%	3.6%	?
- CC12CCC(C(N)=O)(C1Br)C2(C)C (stereo not given)
  7%[57.1 µM]	28%	1%	0%	12%	-10%	6%[57.1 µM]	-0.1%	4%
- Cc1cc(C)nc(/N=C(\N)Nc2ccc3c(c2)OCCO3)n1
  2%	-6%	-2%	-23%	6%[11.4 µM]	-20%	11%	0.6%	0%
- COc1ccc(OC)c(NC(=O)Nc2cccc(Cn3cccn3)c2)c1
  -5%	0%	0%	5%	14%	?	10%	-0.4%	1%
- Clc1ccc(Nc2nc3cccnc3s2)cc1
  6%[57.1 µM]	-18%	?	1%	3%	-13%	23%[57.1 µM]	4.0%	4%
- CC1CCCCN1C(=O)COC(=O)C1CCN(S(=O)(=O)c2ccc3c(c2)OCCO3)CC1 (stereo not given)
  -2%	5%	-17%	-2%	-25%	-10%	15%	1.1%	8%
- Cn1c(=O)[nH]c(=O)c2[nH]c(CO)nc21
  2%[57.1 µM]	?	6%	1%	-5%	-14%	5%[11.4 µM]	/	6%
- C=CCn1c(-c2ccccc2)cc(SC)c(C#N)c1=O
  0%[57.1 µM]	3%	7%	1%	17%	?	0%[57.1 µM]	-0.6%	13%
- COC(=O)C1=C(C)N(Cc2ccccc2)C(=NCc2cc(OC)c(OC)c(OC)c2)N[C@H]1c1ccc(Br)cc1
  -2%	/	0%	-27%	?	-25%	7%	-0.4%	-7%
- Cc1ccc(N2CC(c3nnc(Cc4ccc(Cl)cc4)o3)CC2=O)cc1 (stereo not given)
  -12%	-23%	1%	1%	11%	-17%	-13%	0.7%	-13%
- CCS(=O)(=O)NCc1cn2c(C)csc2n1
  0%	12%	-6%	-1%	-26%	-2%	2%	1.3%	-2%
- O=C(O)/C=C/C(=O)Nc1ccc(NC(=O)c2ccccc2)c(Cl)c1
  -1%	3%	-2%	3%	0%	-5%	5%	-1.4%	-9%

# Every second line gives: TrxR1 substrate	12-LOX inh	Vif-A3F inh	Vif-APOBEC3G blk	RGS4 inh	USP1 inh	TrxR1 inh	RXFP1 ag	mIDH1 inhibitor
- CCn1c(=O)c([N+](=O)[O-])c(N2CCSCC2)c2ccccc21
  3%[57.1 µM]	4%	-7%	-8%	-33%	-10%	-3%[57.1 µM]	-1.4%	2%
- COCCNC(=O)CSc1nc2ccccc2c(=O)n1-c1cccc(OC)c1
  1%	?	-3%	-5%	13%	-6%	12%	0.0%	7%
- COc1ccc(-n2nnnc2/C(=C/N(C)C)C(=O)c2ccccc2)cc1
  3%[57.1 µM]	74%[activator]	11%	0%	-10%	-16%	1%[57.1 µM]	0.9%	19%
- COc1ccc(CNC(=O)C(C#N)c2nc3ccccc3nc2N2CCCC2)cc1 (stereo not given)
  -7%	487%[activator]	?	-19%	6%	/	?	8.6%	0%
- Nc1ccccc1Nc1cc(-c2ccccc2)[nH]n1
  -4%	i	-24%	-23%	-12%	-19%	5%[57.1 µM]	-0.2%	-1%
- CC1CCN(S(=O)(=O)c2ccc(S(=O)(=O)NCc3ccco3)cc2)CC1
  8%[57.1 µM]	-4%	-3%	1%	39%	0%	19%	3.2%	0%
- COc1cc(N(C(C)=O)c2ccc(O)c(C(=O)O)c2)c2ncccc2c1
  /	-22%	2%	-2%	/	32µM*	/	/	16%
- CC(C)CNC(=S)Nc1ccc(F)cc1
  -2%	-1%	-6%	0%	-6%	-10%	-20%	0.9%	3%
- COc1cc(/C=C/c2nc(N)nc(-c3ccccc3O)n2)cc(OC)c1OC
  -21%	3%&-22%	0%	-1%	-12%	-23%	-20%	0.5%	-2%
- CCc1ccc2c(c1)C(=O)C(=O)N2CC(=O)Nc1ccc(NC(=O)c2ccccn2)cc1
  -10%	?	-12%	-2%	?	-5%	4%[57.1 µM]	-0.9%	-1%
- CCN1CCN(Cc2c(O)ccc3c(=O)c(-c4ccc(OC)c(OC)c4)c(C)oc23)CC1
  44%[activator][57.1 µM]	6%	2%	0%	30%	-4%	17%[57.1 µM]	0.8%	1%
- C=CC[C@@H](Cc1ccc(F)cc1)C(=O)OC[C@H]1CCCN1C(=O)[C@@H](CC=C)CC(=O)N[C@H](CO)Cc1ccccc1
  -6%	-11%	2%	-17%	-1%	-9%	1%	/	11%
- Cc1ccccc1NC(=S)NC(=O)Cc1ccc(Cl)cc1
  -4%	?	?	-8%	-32%	-14%	?	-0.6%	4%
- Cc1ccccc1NS(=O)(=O)c1ccc(C(=O)N2CCN(S(=O)(=O)c3ccccc3)CC2)cc1
  8%	?	-6%	-1%	7%	?	5%	0.3%	3%
- O=C(CN(c1ccc(Cl)c(C(F)(F)F)c1)S(=O)(=O)c1ccccc1)N1CCc2ccccc2C1
  -2%	-5%	1%	0%	-5%	-17%	19%	1.6%	1%
- COc1ccc(NC(=O)Nc2nnc(N3CCCCCC3)s2)c(OC)c1
  29%	-10%	-6%	-1%	-9%	-19%	10%	4.9%	3%
- O=C1C(N2CCOCC2)=Cc2cccc3cccc1c23
  /	?	?	-7%	/	?	/	/	6%
- CC(C)(C)OC(=O)N(CCc1ccccc1)Cc1cccc(OCc2cccc(NC(=O)/C=C/c3ccccc3)c2)c1
  -3%	-5%	0%	0%	-12%	-7%	8%	/	1%[38.3 µM]
- CC(C)OC(=O)c1nnn(-c2nonc2N)c1CN1CCCCCC1
  3%	4%	1%	2%	-2%	-2%	-6%	0.0%	-1%
- COc1ccc(N2C(=O)CC(N(CCc3ccc(OC)c(OC)c3)C(=S)Nc3ccccc3)C2=O)cc1 (stereo not given)
  -2%	-11%	0%	-15%	-27%	-12%	4%	1.0%	-2%

# Look-ups from the results shown.
# Result for C=CC[C@@H](Cc1ccc(F)cc1)C(=O)OC[C@H]1CCCN1C(=O)[C@@H](CC=C)CC(=O)N[C@H](CO)Cc1ccccc1 under TrxR1 substrate: -6%
# Result for CCS(=O)(=O)NCc1cn2c(C)csc2n1 under TrxR1 inh: 2%

# Further records.
# Every second line gives: TrxR1 substrate	12-LOX inh	Vif-A3F inh	Vif-APOBEC3G blk	RGS4 inh	USP1 inh	TrxR1 inh	RXFP1 ag	mIDH1 inhibitor
- CCc1ccc2[nH]c(=O)c(Cc3ccccc3)c(O)c2c1
  20%	-13%	-8%	-5%	8%	-17%	14%	12%	4%
- CC(=O)Nc1ccc(NC(=O)C2CCCN(C(=O)c3ccc(Cl)cc3)C2)cc1 (stereo not given)
  6%[57.1 µM]	?	10%	3%	1%	?	29%[57.1 µM]	0.1%	4%
- N#CCCN1CCN(C(=S)c2ccc(-c3ccc(Cl)c(Cl)c3)o2)CC1
  -16%	?	7%	-1%	-45%	-12%	-28%	0.7%	3%
- Cc1ccc(/C=N/NC(=O)c2cc(-c3cccnc3)nc3ccccc23)cc1
  5%[57.1 µM]	22%	1%	?	11%	-5%	19%[57.1 µM]	0.0%	-1%
- O=C(NC(=S)NC1CCCC1)c1ccccc1Br
  -2%	-1%	-6%	0%	-4%	-1%	?	2.4%	0%
- COc1ccc(Nc2cc(C)nc3c(C)c(C)ccc23)cc1
  2%[57.1 µM]	-20%	2%	7%	-9%	-24%	5%[57.1 µM]	1.1%	10%
- Nc1c(C(=O)Nc2ccccc2F)sc2nc(Cc3ccccc3)cc(C(F)(F)F)c12
  7%[57.1 µM]	19%	?	0%	-18%	/	1%[57.1 µM]	8.5%	-8%
- COc1ccc(OC)c(C2CC(=O)OC3=C2C(=O)CC(C)(C)C3)c1 (stereo not given)
  7%[57.1 µM]	0%	-7%	-2%	-24%	-12%	28%[57.1 µM]	-0.2%	10%

# An excerpt, so the mix of outcomes need not match the whole.
